Screens from PubChem BioAssay.
CHRM4 PAM – potentiates acetylcholine response at human M4 receptor | activation, % at 3 µM | CHO-K1 hM4/Gqi5, Fluo-8 calcium fluorescence, ACh EC20; 0% = ACh EC20, 100% = maximal ACh | actives 0.4% (n = 360,000) | P08173;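 active = activation above its plate's cutoff, the mean activation of sample wells plus 3 SD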; also: some results filed as inactive read as strong as hits
Target sequence (P08173 whole entry, looked up): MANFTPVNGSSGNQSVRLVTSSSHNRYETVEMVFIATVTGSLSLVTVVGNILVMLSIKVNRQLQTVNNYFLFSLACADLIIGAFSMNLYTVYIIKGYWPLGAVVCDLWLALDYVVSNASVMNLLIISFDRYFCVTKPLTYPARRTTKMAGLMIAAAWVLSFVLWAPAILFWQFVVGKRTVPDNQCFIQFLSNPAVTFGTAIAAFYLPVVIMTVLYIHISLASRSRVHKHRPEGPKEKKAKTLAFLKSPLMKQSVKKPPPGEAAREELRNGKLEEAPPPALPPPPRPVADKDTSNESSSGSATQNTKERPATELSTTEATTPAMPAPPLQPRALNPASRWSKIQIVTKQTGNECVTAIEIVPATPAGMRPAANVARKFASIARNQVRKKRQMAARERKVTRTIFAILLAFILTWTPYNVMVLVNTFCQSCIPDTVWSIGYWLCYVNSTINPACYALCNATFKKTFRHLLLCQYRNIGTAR
CHRM4 agonist – agonists of human muscarinic M4 receptor (CHRM4); AID 624127; CHO-K1 hM4/Gqi5, Fluo-8 calcium fluorescence; vehicle 0%, full acetylcholine response 100%; actives 0.14% (n = 360,000); P08173; activation, % at 3 µM;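 active = activation above the run mean over all test wells plus 3 SD, cut at about 32% in these data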;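 also: peak over basal fluorescence ratio per well then scaled between controls; 0% = DMSO wells and 100% = acetylcholine at EC100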
M1 PAM – potentiates human M1 receptor response to acetylcholine | P11229 | CHO-K1 hM1, Fluo-8 calcium fluorescence, ACh EC20; 0% = ACh EC20, 100% = maximal ACh | activation, % at 3 µM | actives 0.088% (n = 360,000); in the data active = activation above about 19%, passing the limit was not always enough
Target sequence (P11229 whole entry, looked up): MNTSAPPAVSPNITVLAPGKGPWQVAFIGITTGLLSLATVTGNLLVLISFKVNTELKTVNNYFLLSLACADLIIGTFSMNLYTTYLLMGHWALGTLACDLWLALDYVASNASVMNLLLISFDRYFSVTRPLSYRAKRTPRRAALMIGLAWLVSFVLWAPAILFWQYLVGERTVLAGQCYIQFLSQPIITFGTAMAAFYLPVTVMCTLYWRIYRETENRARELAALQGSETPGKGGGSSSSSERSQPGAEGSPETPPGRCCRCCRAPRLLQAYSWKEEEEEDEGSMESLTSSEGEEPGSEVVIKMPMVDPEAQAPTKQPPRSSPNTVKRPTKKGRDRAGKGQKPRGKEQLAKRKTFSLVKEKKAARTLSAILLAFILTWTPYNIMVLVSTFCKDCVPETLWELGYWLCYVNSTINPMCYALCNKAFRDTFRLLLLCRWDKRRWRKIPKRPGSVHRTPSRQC
CRFR2-BP ag – agonists of human CRF-binding protein/CRF-R2 receptor complex. actives 0.46% (n = 350,000). HEK293 CRF-R2/CRF-BP, calcium dye fluorescence (FLIPR); percent of saturating CRF peptide response. activation, % at 13.2 µM;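 active = activation of at least 50%, plus an integration ratio under a set limit after plate pattern correction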;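 also: plate controls were neutral control wells without compound for no effect and CRF at EC100 for full effect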
CHRM5 antagonist – CHRM5 antagonism in calcium assay | P08912 | CHO-hM5 cells, Fluo-8 calcium fluorescence, ACh EC80 | inhibition, % at 3 µM | actives 0.59% (n = 360,000);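 active = inhibition above a per-plate cutoff, the mean of that plate's test compounds plus 3 SD, cut at about 27% in these data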;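 also: 0% = acetylcholine EC80 with DMSO and 100% = DMSO without agonist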
CHRM4 antagonist – CHRM4 antagonism in calcium assay | P08173 | CHO-hM4 cells, ACh EC80, Fluo-8 calcium fluorescence | inhibition, % at 3 µM | actives 0.73% (n = 360,000);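 active = inhibition above its plate's cutoff, the mean inhibition of sample wells plus 3 SD, cut at about 27% in these data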;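 also: 0% = acetylcholine EC80 with DMSO and 100% = DMSO without agonist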
CHRM5 agonist – CHRM5 agonism in calcium assay; P08912; actives 0.19% (n = 360,000); CHO-K1 hM5 cells, Fluo-8 calcium fluorescence; 0% DMSO wells, 100% maximal acetylcholine response; activation, % at 3 µM; AID 624037;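 active = activation above the run's mean over test compounds plus 3 SD, cut at about 23% in these data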;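 also: signal is peak over basal fluorescence ratio across the kinetic read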
CRFR2-BP antag – antagonists of CRF-binding protein/CRF-R2 receptor complex; HEK293 CRF-R2/CRF-BP, CRF-induced calcium fluorescence; inhibition, % at 11.8 µM; actives 0.59% (n = 350,000); AID 588475;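 active = inhibition of the ligand-induced calcium signal above about 50% at the single tested concentration, limit read from the data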
M5 PAM – CHRM5 positive allosteric modulation. actives 0.3% (n = 360,000). CHO-K1 hM5, Fluo-8 calcium, ACh EC20 PAM; 0% = ACh EC20, 100% = ACh EC100. activation, % at 3 µM. P08912;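 active = activation above the run cutoff, the mean activation of all test compounds plus 3 SD, cut at about 18% in these data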
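Replicates: One well per compound, no replicates | System: Human M5 receptor in CHO-K1 cells | Benchmarks: Low control EC20 acetylcholine (0%), high control EC100 acetylcholine (100%) | Probe or stimulus: Acetylcholine, EC20 level | Times: Fluo-8 loading 80 min at 37 °C plus 30 min room temperature | Signal: Intracellular calcium via Fluo-8 fluorescence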
The depositor's hits bear a star; . = not tested or not shown.

CHRM4 PAM,CHRM4 agonist,M1 PAM,CRFR2-BP ag,CHRM5 antagonist,CHRM4 antagonist,CHRM5 agonist,Structure,CRFR2-BP antag,M5 PAM
2,1,9,0.3,10,9,-5,O=C(Nc1ccc(S(=O)(=O)Nc2nccs2)cc1)c1cc(-c2ccccc2)nc2ccccc12,5,-7
2,1,3,-2.7,2,3,-2,CCc1nc2sc3c(c2c(=S)[nH]1)CC(C)(C)OC3,-5,7
3,0,1,24,-6,10,-1,CCN(CC)CC(C)CNC(=O)CC(C(=O)N1CCc2ccccc21)n1ccnc1 (stereo not given),-18,-2
12,1,10,.,3,-5,1,CCNC(=O)C1(C)CCN(C(=O)c2ccccc2OC(F)(F)F)C1 (stereo not given),.,-2
5,-1,5,0.2,-3,-2,2,c1ccc(N2CC3COc4ccccc4C3=N2)cc1 (stereo not given),-9,10
3,1,4,-1.8,1,7,-1,Cc1cc(NC(=O)C(C)C)n(-c2nc3ccccc3s2)n1,-34,8
0,-1,3,-0.7,-2,-13,0,CCn1ncc(Br)c1C(=O)Nc1ccccc1OC,-5,-9
5,1,6,-1.1,-5,-1,-3,CC1C(=O)N2CCCc3cc(NC(=O)C(=O)NCc4ccc5c(c4)OCO5)cc1c32 (stereo not given),5,3
-3,4,7,-1.5,-17,-10,5,COc1ccc(C(NC(C)=O)c2cc(Cl)c3cccnc3c2O)cc1 (stereo not given),-5,-1
3,2,11,0.1,7,5,-1,CCc1ccc(OCc2nnc(SCC(=O)NCC3CCCO3)n2C)cc1 (stereo not given),4,7
7,0,-2,2.1,-1,-15,2,CCSc1ncnc2sc(C)c(C)c12,2,-5
17,6,5,1.0,13,-3,4,O=C1NCCOC(=O)[C@@H](Cc2ccc(F)cc2)CC/C=C/C[C@@H]1CC(=O)N(CCO)Cc1ccccc1,-4,-11
0,0,3,0.7,0,-3,2,CCCCn1c(=O)[nH]c2ccccc21,-6,3
-13,3,-14,-1.6,7,20,-10,O=C(NCCC1CCCCN1S(=O)(=O)c1ccc(Cl)cc1)C(=O)NCc1ccncc1 (stereo not given),-18,-4
-7,10,1,20,8,26,10,CCOC(=O)C1=C(Cc2ccc(F)cc2)C(=O)c2ccccc2C1=O,-39,5
-11,2,2,-0.9,13,-4,0,CCCSC1=C(C#N)C(c2cccs2)CC(=O)N1 (stereo not given),10,-7
-5,3,4,-0.2,8,7,-1,Fc1ccc(-c2ccc(CNCc3ccccn3)o2)cc1Cl,-13,-2
0,-1,3,1.3,-5,0,-2,COc1ccccc1C(=O)NC(CCSC)C(=O)NCC(c1ccco1)N(C)C (stereo not given),-5,3
3,2,12,-0.9,16,-4,-3,Cc1cc(Cl)c(S(N)(=O)=O)cc1OCC(=O)NC1CCCCC1,-7,-5
-2,6,5,-1.4,28*,-3,-6,COc1ccc(C)cc1S(=O)(=O)N1CCN(C(=O)c2ncoc2-c2cccc(C)c2)CC1,-21,-8
-2,1,-1,-0.1,6,1,3,Cc1ccc(NC(=O)NNC(=O)c2sccc2-n2cccc2)cc1,12,-2
0,0,7,1.9,7,8,2,CCCCN(C(=O)c1ccc(C#N)cc1)c1c(N)n(CCC)c(=O)[nH]c1=O,6,0
-4,2,6,-1.5,4,4,1,COc1ccc(C(=O)Nc2ccc(O)c3ccccc23)cc1OC,-6,0
1,1,0,2.1,0,0,-1,COC(=O)C1=C(C)N(C(C)C)C(=O)C1(NC(C)=O)C(F)(F)F (stereo not given),20,-9
-2,4,3,21,3,11,0,CS(=O)(=O)c1sc2nc(-c3cccs3)cc(-c3ccccc3)c2c1N,-8,1
-8,2,-19,-2.1,9,16,-3,CC[n+]1c(/C=C2\C=C(C)CC(C)(C)C2)sc2ccccc21,-7,-12
0,0,-6,0.7,3,-7,-5,CC(=O)OCc1nc2sc(C)c(C)c2c(=O)[nH]1,-14,-1
4,1,1,-0.5,13,3,-4,O=C(CSc1nc(-c2ccccc2)cc(=O)[nH]1)N1CCc2ccccc21,20,2
-2,1,-7,2.2,11,8,-1,CN(C(=O)c1cccc(NC(=O)Cc2ccc(NC(=O)C3CCN(C(=O)C4CCC4)CC3)cc2)c1)C1CCCCC1,14,-4
-8,21,-1,9.2,-3,10,5,S=C(Nc1ccc(Br)cc1)NC1CCN(Cc2ccccc2)CC1,-5,-3

Just CHRM5 antagonist, for some of the entries so far:
| SMILES | CHRM5 antagonist |
| --- | --- |
| S=C(Nc1ccc(Br)cc1)NC1CCN(Cc2ccccc2)CC1 | -3 |
| CCCCN(C(=O)c1ccc(C#N)cc1)c1c(N)n(CCC)c(=O)[nH]c1=O | 7 |
| COc1ccccc1C(=O)NC(CCSC)C(=O)NCC(c1ccco1)N(C)C (stereo not given) | -5 |
| Fc1ccc(-c2ccc(CNCc3ccccn3)o2)cc1Cl | 8 |
| Cc1cc(NC(=O)C(C)C)n(-c2nc3ccccc3s2)n1 | 1 |

The list goes on:
CHRM4 PAM,CHRM4 agonist,M1 PAM,CRFR2-BP ag,CHRM5 antagonist,CHRM4 antagonist,CHRM5 agonist,Structure,CRFR2-BP antag,M5 PAM
3,0,5,0.2,1,-4,2,CC(C)c1nnc(NC(=O)CCC(=O)Nc2ccc(F)cc2)s1,3,-2
0,0,3,0.7,-8,1,12,COc1ccc(-n2c(-c3ccc(Br)cc3)n[nH]c2=S)cc1,-8,5
8,-1,-2,-1.0,5,1,-2,COC(=O)[C@H]1C[C@@H]1[C@H](NS(=O)(=O)c1ccccc1)c1ccccc1,-1,7
-4,1,-3,-0.2,-10,6,2,Cc1ccc(NC(=O)N2CCC(C(N)=O)CC2)cc1,11,4
-1,1,9,-1.1,18,-5,1,COc1ccc2nc3cc([N+](=O)[O-])ccc3c(NNc3ccc([N+](=O)[O-])cc3)c2c1,-6,-6
7,1,6,-1.1,6,-1,1,Cc1csc(NC(=O)CCNC(=O)c2ccccc2Cl)n1,-1,0
1,1,-4,0.9,-6,-7,4,O=C1CCC(C(=O)N2CCCCO2)CN1CCc1ccccc1 (stereo not given),11,-4
0,1,3,1.4,1,6,-2,CCNC(=O)N1C(=O)C2(OCCO2)c2cc(Br)ccc21,-34,6
-4,0,3,1.6,21,8,-4,Cc1ccc(CN2CCSc3ccc(C(=O)NC4CCCC4)cc32)cc1,33,-10
-4,0,-8,1.9,5,16,0,O=[N+]([O-])c1ccc(CSc2ccc(S(=O)(=O)N3CCCCC3)cn2)cc1,17,-5
-19,0,9,-0.4,20,1,-1,O=C(c1ccccc1)C(O)C(c1ccccc1)N1CCOCC1 (stereo not given),-4,-5
-3,2,5,-3.9,4,6,1,O=C(NCc1ccco1)C1Cc2ccccc2CN1S(=O)(=O)c1ccccc1F (stereo not given),1,-4
4,-1,3,-0.3,11,-4,-4,COc1ccc(SCC(=O)Nc2ccccc2Cl)cc1,80*,1
-1,-1,6,1.6,0,1,2,O=C(NC1CCCCC1)C(c1ccncc1)N(Cc1ccccc1)C(=O)c1ccc(-c2ccccc2)[nH]1 (stereo not given),6,-1
2,1,-3,3.7,-9,-23,-2,Cc1cc(C)n2c(SCC#N)nnc2n1,14,3
-1,1,5,0.2,-1,5,2,CCc1ccc(-c2nn(-c3ccccc3C)cc2C(=O)N2CCN(C3CCS(=O)(=O)C3)CC2)cc1 (stereo not given),-10,9
-11,9,.,.,21,11,-1,CCCCc1c(Cc2ccccc2)ncn1CCc1ccccc1OC,.,-22
-11,0,-5,.,4,-3,-5,CCOC(=O)C1=CCN(S(=O)(=O)c2ccccc2Br)C1c1ccc(C)cc1 (stereo not given),.,-8
18,1,14,-1.3,-1,-9,4,CCn1cnc2cc(NC(=O)c3cccs3)ccc21,5,8
-3,2,-8,-0.7,6,5,-2,Cc1nn(CC(=O)Nc2ccccc2)c(=O)c2ccccc12,14,-6
15,1,7,4.8,-6,9,-1,O=C1NN(c2cccc(Br)c2)C(=O)/C1=C/c1cccs1,-21,4
2,1,2,-0.7,9,-4,-5,O=C(NN=C1C2CC3CC(C2)CC1C3)c1cccc(S(=O)(=O)N2CCOCC2)c1,-18,-2
-6,3,-6,4.8,1,5,-2,CC(C)(C)OC(=O)NCCCC[C@H](NC(=O)c1[nH]cnc1C(=O)N[C@@H](Cc1ccccc1)C(=O)OC(C)(C)C)C(=O)OC(C)(C)C,2,-12
-1,0,5,-2.5,-1,-4,-3,Cc1ccc(-c2csc3nnc(SCC(=O)NCc4ccco4)n23)cc1,29,-2
1,1,9,-0.2,-2,2,1,O=C(Cn1c(NCCO)nc2ccccc21)NCC1CCCO1 (stereo not given),12,6
0,2,-5,0.0,4,-8,-1,Cc1ccc(C)c(NC(=O)c2cc(S(=O)(=O)N3CCOCC3)cn2C)c1,8,3
-2,2,-3,0.7,2,4,-2,O=C(c1ccco1)N1CCN(C(=S)Nc2cc(F)cc(F)c2)CC1,14,-5
1,4,1,-1.4,-1,-9,4,COc1cc2nc(C3CCC3)n(NC(=O)C(OC(C)=O)c3ccccc3)c(=O)c2cc1OC (stereo not given),-2,3
-7,1,6,-2.1,-2,2,-2,CCc1nnc(NC(=O)CN2CCN(c3ccccc3F)CC2)s1,6,-3
-4,0,1,-7.5,8,4,-6,CN(Cc1ccccc1)/C(=N/O)c1cccc(Cl)c1,23,0

Profiles, looked up by structure. Order of screens: CHRM4 PAM, CHRM4 agonist, M1 PAM, CRFR2-BP ag, CHRM5 antagonist, CHRM4 antagonist, CHRM5 agonist, CRFR2-BP antag, M5 PAM
Cc1ccc(-c2csc3nnc(SCC(=O)NCc4ccco4)n23)cc1 is listed as -1, 0, 5, -2.5, -1, -4, -3, 29, -2
Cc1cc(C)n2c(SCC#N)nnc2n1 is listed as 2, 1, -3, 3.7, -9, -23, -2, 14, 3
CC(C)c1nnc(NC(=O)CCC(=O)Nc2ccc(F)cc2)s1 is listed as 3, 0, 5, 0.2, 1, -4, 2, 3, -2

(listing goes on)
CHRM4 PAM,CHRM4 agonist,M1 PAM,CRFR2-BP ag,CHRM5 antagonist,CHRM4 antagonist,CHRM5 agonist,Structure,CRFR2-BP antag,M5 PAM
-6,2,-3,1.5,-8,3,-1,COc1cccc(CN2CC(C(=O)N(C)Cc3ccnc4ccccc34)CCC2=O)c1 (stereo not given),2,2
0,1,13,1.7,-11,0,1,Cc1nc(N2CCOCC2)nc2c1CCC2,-12,5
-5,2,-9,.,2,5,2,O=C(NCc1ccco1)c1cccc(-c2ccc3nncn3c2)c1,.,-5
1,1,6,-1.8,-11,6,-3,CCc1ccc(N(CC(=O)NCc2ccc(F)cc2)C(=O)c2csnn2)cc1,10,-5
14,2,5,0.8,1,-1,-6,CCC1Oc2ccccc2N(CC(=O)NCCc2ccc(OC)c(OC)c2)C1=O (stereo not given),10,-6
5,8,-11,.,11,-12,4,COc1ccc(C(C)(O)c2nc(-c3ccc(N(C)C)cc3)cs2)cc1 (stereo not given),.,-11

Two entries from above in a different format.
smiles	CHRM4 PAM	CHRM4 agonist	M1 PAM	CRFR2-BP ag	CHRM5 antagonist	CHRM4 antagonist	CHRM5 agonist	CRFR2-BP antag	M5 PAM
O=C(NCc1ccco1)c1cccc(-c2ccc3nncn3c2)c1	-5	2	-9	.	2	5	2	.	-5
CCc1ccc(N(CC(=O)NCc2ccc(F)cc2)C(=O)c2csnn2)cc1	1	1	6	-1.8	-11	6	-3	10	-5
